# hK5 inh: inhibitors of human kallikrein 5 | recombinant hK5, fluorogenic AMC substrate cleavage | 210,000 tested, 0.59% active | inhibition, % at 5 µM;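 active = inhibition of 40% or more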;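 also: 0% = enzyme controls without compound and 100% = no-enzyme blanks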
# FXIa inh: factor XIa (human) inhibition | purified FXIa, Boc-Glu-Ala-Arg-AMC fluorogenic substrate | P03951 | 220,000 tested, 0.14% active | inhibition, % at 5 µM;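 active = inhibition of at least 40%; inactive = inhibition below 40%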;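 also: fluorescence of freed AMC excited at 355 nm; 0% = enzyme without compound and 100% = no enzyme blank; many of its hits are not listed in these tables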
# FXIIa inh: blocks human coagulation factor XIIa protease activity; P00748; purified FXIIa, Boc-QGR-AMC fluorogenic substrate, 2 h; inhibition, % at 5 µM; 220,000 tested, 0.3% active; in the data active = inhibition above about 40%;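 also: 0% = enzyme with no compound and 100% = blank without enzyme; many of its hits are not listed in these tables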
# Target sequence (P00748 20-372 limits assumed): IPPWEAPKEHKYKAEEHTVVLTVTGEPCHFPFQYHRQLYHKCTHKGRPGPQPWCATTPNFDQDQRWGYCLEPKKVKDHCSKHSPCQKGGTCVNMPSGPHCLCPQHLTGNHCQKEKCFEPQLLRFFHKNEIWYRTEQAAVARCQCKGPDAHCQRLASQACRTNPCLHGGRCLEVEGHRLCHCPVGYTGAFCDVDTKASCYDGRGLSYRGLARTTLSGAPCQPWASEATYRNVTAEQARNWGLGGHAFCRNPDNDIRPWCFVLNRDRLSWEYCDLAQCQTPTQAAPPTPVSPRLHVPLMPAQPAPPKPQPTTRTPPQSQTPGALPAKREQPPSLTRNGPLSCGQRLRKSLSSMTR
# Target sequence (P00748 373-615 limits assumed): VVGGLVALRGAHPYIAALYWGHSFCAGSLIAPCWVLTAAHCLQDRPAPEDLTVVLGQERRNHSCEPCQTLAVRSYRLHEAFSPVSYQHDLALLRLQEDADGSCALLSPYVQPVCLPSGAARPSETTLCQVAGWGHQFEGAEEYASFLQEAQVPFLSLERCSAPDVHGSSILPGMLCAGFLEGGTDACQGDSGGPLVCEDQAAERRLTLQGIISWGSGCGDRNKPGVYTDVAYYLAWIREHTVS
# Hck-Nef inh: blocks Nef-activated human Hck kinase; P08631; Recombinant Hck-YEEI plus Nef, Z-Lyte FRET kinase assay; inhibition, % at 20 µM; 220,000 tested, 0.68% active; AID 463187;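 active = Hck-Nef kinase inhibition above about 50%, limit read from the data; inactive = inhibition below that limit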;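 also: 0% = DMSO with Hck plus Nef and 100% = Hck alone without Nef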
# Runt-CBFb FRET: blocks binding of human RUNX1 Runt domain to CBFb | 220,000 tested, 0.46% active | Cerulean-Runt/Venus-CBFb FRET ratio 530/480, 1 h | AID 1496 | inhibition, % at 20 µM;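 active = inhibition over about 50% at 20 µM in the single-dose screen, limit read from the data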;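 also: 0% = DMSO wells and 100% = excess unlabeled CBFb competitor control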
#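 Buffer or medium: Tris pH 7.5 buffer with BSA. Assay system: Cerulean-labeled Runt domain protein. Amount: each fluorescent fusion protein 100 nM. Read-out basis: loss of energy transfer signal. Incubation: 1 h compound exposure, room temperature. Probe or stimulus: Venus-CBFb binding partner, 100 nM. Detection: FRET, excitation 422 nm, emission at 530 and 480 nm.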
# Runt-SMMHC FRET: blocks binding of human RUNX1 Runt domain to CBFb-SMMHC; Q01196+Q13951; Cerulean-Runt/Venus-CBFb-SMMHC FRET ratio 530/480, 1 h; inhibition, % at 20 µM; 220,000 tested, 0.74% active; AID 1434;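 active = mean inhibition across duplicate retests at 20 µM reaching about 50%, limit read from the data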;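 also: 0% = DMSO wells and 100% = wells with excess untagged CBFb-SMMHC; inhibitors lower the FRET ratio by blocking Runt binding to CBFb-SMMHC; some results filed as inactive read as strong as hits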
# thrombin 1536: thrombin (human) inhibition | alpha-thrombin, Boc-VPR-AMC fluorogenic substrate cleavage | inhibition, % at 5 µM | 220,000 tested, 0.26% active | AID 1046;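 active = inhibition at or above 40%; inactive = inhibition below 40%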;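 also: 0% = enzyme with no compound and 100% = wells without enzyme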
#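 Test system: human alpha-thrombin; medium: pH 7.5 Tris-saline with Tween 20; times: reaction at room temperature; signal: AMC fluorescence at 355 nm excitation and 460 nm emission; also added: Boc-VPR-AMC substrate, 15 µM final; dosing: one concentration per compound, 5 µM, with 0.2% DMSO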
# Wee1 degr inh: human Wee1 degradation inhibition, primary screen; reporter increase, % at 5 µM; P30291; 220,000 tested, 1.2% active; HeLa Luc-Wee1K328M stability, luciferase luminescence; 100% = proteasome inhibitor MG132 effect; AID 1321;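 active = activation above the mean of all tested compounds plus 3 SD, set per screening run, cut at about 8.8% in these data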;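 also: cells exposed to compound for 20 h before luminescence read; 0% = DMSO alone and 100% = MG132 at 30 µM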
# 14-3-3 Bad PPI: disrupts binding of bovine 14-3-3 zeta to phospho-Bad peptide; P63103; TR-FRET 14-3-3zeta/Dy647-pBad peptide displacement, 1 h; inhibition, % at 21.7 µM; 220,000 tested, 0.71% active; AID 781;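 active = inhibition above about 70%, limit read from the data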;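 also: 0% = full 14-3-3 plus peptide FRET controls and 100% = background without 14-3-3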
# Target sequence (P63103 whole entry, looked up): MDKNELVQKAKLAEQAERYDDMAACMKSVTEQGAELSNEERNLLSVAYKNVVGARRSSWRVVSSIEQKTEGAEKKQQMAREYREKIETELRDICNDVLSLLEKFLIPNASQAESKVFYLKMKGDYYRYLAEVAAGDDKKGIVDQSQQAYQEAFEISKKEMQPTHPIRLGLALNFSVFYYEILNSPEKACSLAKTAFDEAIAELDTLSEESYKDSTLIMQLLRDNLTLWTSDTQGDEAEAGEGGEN
# The depositor's hits bear a star; x = not tested or not shown; [ ] = remark or other dose.
SMILES,hK5 inh,FXIa inh,FXIIa inh,Hck-Nef inh,Runt-CBFb FRET,Runt-SMMHC FRET,thrombin 1536,Wee1 degr inh,14-3-3 Bad PPI
Cc1cccc(NC(=O)c2ccccc2NC(=O)C2CCCCC2)c1C,-0.1,4.7,15.1,-0.6,x,2.9,-2.9,-2.2,18.5[fluorescence artefact?]
CC(/C=N/NC(=O)c1cccnc1)=C\c1ccccc1,2.4,-2.9,5.5,-13.6,1.2,-7.8,5.5,-2.5,-12.9
COc1ccc(C=O)cc1OS(=O)(=O)c1ccccc1[N+](=O)[O-],-15.3,12.2,18.4,6.6,0.8,-0.1,-0.7,4.0,-9.0
CCCCc1c(C)c(C#N)c2nc3ccccc3n2c1Cl,-8.2,-2.6,4.5,1.7,-18.1,-38.0,-7.2,-0.8,2.0
CCn1c(Cc2ccc(OC)cc2)nnc1SCC(=O)Nc1cccc(C(=O)OC)c1,-14.5,-1.1,4.5,7.4,-2.8,0.5,-1.5,0.6,2.9
O=[N+]([O-])c1ccc(COc2ccc(CNc3ccccc3)cc2)cc1,-5.7,-0.1,4.9,-1.8,2.0,0.0,-4.8,-2.2,2.0[fluorescence artefact?]
O=C(COc1ncnc2c(Cl)cc(Cl)cc12)N1CCN(S(=O)(=O)c2ccccc2)CC1,-20.4,-1.3,16.7,10.4,1.8,-2.8,-16.7,2.3,5.2
CCOC(=O)C1CCN(c2c(Nc3ccc4c(c3)OCCO4)c(=O)c2=O)CC1,-10.9,23.0,23.0,19.7,2.4,-0.9,2.5,-0.9,4.4
Cc1cccc(/C=C(\c2nc3ccccc3[nH]2)S(=O)(=O)c2ccccc2)c1,-4.6,-4.7,-3.7,-0.3,1.1,0.0,-6.5,2.9,2.8
OCCC1CN(Cc2cnc(-c3ccccc3)s2)CCN1CCc1ccccc1 (stereo not given),x,13.6,25.6,-2.3,-0.1,-1.1,6.6,9.5*,-10.3
Cc1cccc(NC(=O)CN2CCC(NC(=O)C3CCCCC3)CC2)c1C,-5.1,1.9,0.7,4.6,-0.9,2.1,-3.9,-1.1,5.9
O=C(NS(=O)(=O)c1ccc2c(c1)OCCO2)c1ccccc1,3.4,5.3,7.3,6.4,-1.2,-8.0,-7.6,-1.9,0.8
Cc1ccc(C)c(CSc2nnc(-c3cccs3)n2Cc2ccco2)c1,-2.8,3.4,11.0,1.1,1.9,1.4,4.5,-1.4,12.8[fluorescence artefact?]
CN1C(=O)c2ccccc2Sc2ccc(NC(=O)N3CCCC3)cc21,-6.4,-2.8,6.0,3.8,-1.4,-1.8,1.6,-1.8,-1.3
COc1cc(C(=O)Nc2ccc(O)cc2)ccc1OC(C)=O,-6.5,-1.7,4.0,-16.2,2.1,3.4,-1.2,2.8,5.4
O=C(Nc1ccccc1Cl)c1ccc(-c2ccccn2)s1,2.5,-16.4,4.9,3.2,0.0,0.6,-2.3,2.5,-0.5
COc1cc([N+](=O)[O-])ccc1NC(=O)C[n+]1cccc(C)c1,-0.4,-7.1,10.3,-0.2,2.5,4.6,-13.7,-2.3,0.5
CCOc1ncnc2c1[nH]c1ccccc12,-3.2,-1.0,5.4,19.2,2.1,-3.1,-2.2,2.1,9.8
CN=C1SC(CC(=O)Nc2ccc(C(=O)O)cc2)C(=O)N1C (stereo not given),-23.3,1.5,-2.5,-2.4,0.4,-6.3,-9.1,1.1,-3.4[fluorescence artefact?]
CCOC(=O)C1C2C=CC3(CN(c4cccc(Cl)c4)C(=O)C13)O2 (stereo not given),-3.3,0.0,10.1,-0.7,-3.7,0.2,0.1,1.9,-3.2
Cc1cc(=O)oc2ccc(OCC(=O)N(Cc3ccc(F)cc3)Cc3ccco3)cc12,-11.3,-7.2,-5.7,0.1,-4.4,-1.9,-9.0,1.1,-7.5
O=C(CSc1nc(Nc2ccccc2)nc(N2CCOCC2)n1)Nc1ccccc1Cl,0.2,-2.4,-0.1,1.3,-1.1,2.6,-8.0,1.8,5.3
COc1cc(/C=N/NC(=O)COc2ccccc2[N+](=O)[O-])ccc1OC(=O)c1ccco1,-14.4,8.0,12.0,10.2,0.7,1.0,-9.4,-0.8,17.9[fluorescence artefact?]
O=C(CCSCCC(=O)NCC1CCCO1)NCC1CCCO1 (stereo not given),-4.2,-1.2,-3.8,0.6,0.1,0.4,-1.2,0.5,11.7
O=C(NCc1ccc(-c2csnn2)cc1)c1cccs1,1.3,2.0,6.7,5.0,-1.1,0.2,0.1,-0.1,-5.3
COc1ccc(/C(N)=N/OC(=O)Cc2ccc(C)cc2)cc1,-4.6,-3.4,-0.2,0.1,-1.3,-5.5,-13.5,-1.3,-9.2[fluorescence artefact?]
Cc1cc(C)nc(SCC(=O)Nc2ccc(S(=O)(=O)Nc3ncccn3)cc2)n1,-3.7,-5.2,-1.6,20.5,x,x,-13.9,2.5,-13.9
CCOC(=O)c1ccc(NC(=O)CSc2ccc(-c3ccncc3)nn2)cc1,-4.8,-2.0,10.7,12.4,-2.7,0.2,-9.1,-1.9,-9.3
Cc1cc(F)ccc1S(=O)(=O)N1CCCOC1CNC(=O)C(=O)NCCC1=CCCCC1 (stereo not given),-10.3,0.6,12.0,0.9,-4.9,1.2,-3.7,1.1,-12.6[fluorescence artefact?]
COc1ccc2c(c1OC)C(=O)N1c3ccccc3C(=O)N(c3ccc(F)cc3)C21 (stereo not given),-10.5,1.4,7.5,0.4,-0.8,-0.8,-3.1,0.3,-4.3[fluorescence artefact?]
COc1ccc(-c2nn(-c3ccccc3)cc2CNCc2cccnc2)c(F)c1,-2.1,-2.4,5.3,19.2,0.2,1.5,-8.5,-1.1,-0.2
Cc1ccc(-n2nnnc2Sc2nc([N+](=O)[O-])nn2C)cc1,-4.1,-0.1,1.3,-1.3,0.2,1.2,-12.9,-0.6,1.3[fluorescence artefact?]
COc1ccc([N+](=O)[O-])cc1-n1cccc1,7.5,-3.4,4.3,0.2,-2.2,2.2,-5.9,3.6,-5.1
COC(=O)c1cc(NC(=O)c2cccc(C(F)(F)F)c2)c(=O)oc1C,3.1,-0.2,11.8,-8.6,4.8,5.9,1.5,4.0,0.6
CCOc1ccc(N2CC(=O)SC2=S)cc1,-10.3,0.0,7.2,-0.5,-1.7,4.2,-8.0,2.2,1.6[fluorescence artefact?]
CCOC(=O)N1CCN(c2ccc(S(=O)(=O)N(Cc3ccccc3)Cc3ccccc3)cn2)CC1,-7.2,0.6,19.8,1.3,-5.0,13.2,-1.6,1.3,-3.0
O=C(CSc1nnc(NC(=O)c2ccco2)s1)Nc1ccc2c(c1)OCCO2,-6.2,-3.3,7.3,-12.3,1.4,-1.4,-3.2,0.9,5.4
CCOC(=O)C1CCCN(C(=O)CCCOc2cc(=O)n(C)c3ccccc23)C1 (stereo not given),-7.7,-2.9,13.6,2.9,1.1,2.8,-4.0,3.6,0.7
CCSc1nnc(NC(=O)C(C)Sc2nc3ccccc3[nH]2)s1 (stereo not given),-22.1,1.3,11.5,2.6,3.3,2.2,-0.8,0.5,2.5
CC1CCC(C(C)C)C(OP(=O)(c2ccccc2)C(O)c2ccncc2)C1 (stereo not given),-13.5,-6.3,1.5,13.9,x,-3.5,-2.9,-0.1,6.2
O=C(CSc1nnc(Nc2ccccc2)s1)NN1C(=O)NC2(CCCCC2)C1=O,-23.4,4.3,17.8,5.6,-0.5,2.1,-2.5,1.7,-24.7
Cc1cc(NC(=O)c2ccccc2)c(Cl)cc1N,-1.3,-1.6,4.6,20.0,1.2,-3.0,-2.6,-0.7,-0.2
O=C(COc1cccc(Cl)c1)Nc1ccc(N2CCOCC2)cc1,-3.3,3.0,13.2,2.2,3.4,-1.6,-3.1,2.7,-9.9
CN(C)c1nc(C#N)nc(N2CCOCC2)n1,5.7,3.9,12.4,2.7,0.2,-2.7,-4.7,-2.3,-1.6
Cc1cccc(N2C(=O)CS/C2=N\NC(=O)c2ccc(Cl)cc2)c1C,-10.3,0.7,10.5,-8.0,-1.4,84.2,0.6,-1.6,-5.3
Cc1ccc(-c2cc(C(=O)Nc3cc(C)on3)c3ccccc3n2)c(C)c1,0.1,-1.7,14.5,0.1,2.4,-0.4,-2.9,4.1,-1.8
CC(C)CN(C#N)c1nc(N2CCOCC2)nc(N2CCOCC2)n1,4.5,0.9,15.3,1.0,-2.0,0.9,0.9,-2.9,0.3
Nc1nc(SCC(=O)Nc2ccc(OCc3ccccc3)cc2)n[nH]1,44.2*,23.2,38.6,-1.1,-2.2,-3.8,-1.6,0.6,15.5
O=C(NCCc1ccc(F)cc1)c1n[nH]c2ccccc12,-6.4,6.4,4.1,20.9,0.1,2.2,-3.5,-0.2,-14.1
COc1ccc(-c2cn3cc(C)ccc3n2)cc1OC,5.8,-8.6,3.8,10.6,-0.5,-0.6,-5.7,10.0*,3.6
# Next part
SMILES,hK5 inh,FXIa inh,FXIIa inh,Hck-Nef inh,Runt-CBFb FRET,Runt-SMMHC FRET,thrombin 1536,Wee1 degr inh,14-3-3 Bad PPI
COc1ccc(CNC(=O)CCSc2ccc(F)cc2)cc1OC,-2.6,-0.8,2.3,19.1,-0.2,1.9,0.1,2.9,-9.4
c1ccc(Cc2noc(CN3CCN(Cc4ccc5c(c4)OCO5)CC3)n2)cc1,3.0,-0.9,8.4,23.7,0.6,1.0,-4.4,-2.1,-2.4
CCc1cccc(OCCCCNCCCOC)c1,-21.4,10.0,11.4,2.3,-0.8,-3.2,-6.8,6.1,-7.3
Cc1cccc(C(=O)Oc2ccccc2C2C[C@]3(C)CC(=O)NC3N2C(=O)c2cccc(C)c2)c1 (stereo not given in full),-10.6,0.3,-4.6,0.3,-9.6,2.2,-3.0,0.9,-6.6
COc1cccc(CC(NC(C)=O)C(=O)NC2CCN(S(=O)(=O)c3ccc4ccccc4c3)CC2)c1 (stereo not given),-5.2,-10.5,-17.0,6.1,-8.4,0.0,-6.4,-2.4,4.3[fluorescence artefact?]
Cc1ccc(C2=NN(C(=O)CCl)C(c3cccs3)C2)o1 (stereo not given),-13.7,-5.0,-3.7,-2.4,10.1,7.6,-13.7,0.3,2.5
Cn1c(=O)oc2cc(S(=O)(=O)NC(Cc3ccccc3)C(=O)N3CCCCC3)ccc21 (stereo not given),-25.6,-6.0,3.8,0.8,1.5,-46.7,-9.7,-1.5,-0.6
Cc1ccc(S(=O)(=O)Nc2cc(C)c(O)cc2C)cc1,-2.1,0.9,x,-1.8,5.8,-3.6,3.1,0.5,-1.2
Cn1c(C(O)c2ccc(Br)cc2)nc(Cl)c1Cl (stereo not given),-2.1,0.2,2.5,3.1,0.3,-3.5,-4.4,4.3,-5.7

# Assay outcomes deposited in PubChem by several laboratories.
